C8 TRAIL sens: caspase-8 TRAIL sensitization; AID 624354; NB7+C8 cells + TRAIL, ATPlite viability luminescence; 360,000 compounds, 1% hits; inhibition (viability loss, TRAIL sensitization), % at 10 µM;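 active = compounds causing at least 50% loss of cell viability in the single-dose screen, relative to plate controls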
iPSC survival up: enhancers of human iPSC single-cell survival; survival enhancement, % at 20 µM; AID 602274; hiPSC single-cell survival, ATPlite luminescence; 100% = ROCK inhibitor wells, 0% = DMSO; 360,000 compounds, 0.044% hits; in the data active = survival enhancement above about 18%;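 note: cells exposed to compounds for 16 hours before the ATP read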
MITF TRPM1 inh: inhibitors of MITF-driven TRPM1 promoter in melanoma cells. AID 488899. inhibition, % at 12.5 µM. SK-MEL-5 TRPM1 promoter luciferase, 24 h. 330,000 compounds, 0.83% hits;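 active = mean inhibition across replicates of 60% or more, whatever share of single replicates reaches that level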; note: values of inactives mirror those of a sister screen read the other way
HIF-2a block: HIF-2a inhibition | 786-0 RCC cells HIF-2a reporter, luciferase luminescence, overnight | inhibition, % at 18.8 µM | 360,000 compounds, 0.72% hits | AID 624352;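 active = inhibition of the luminescence signal of 40% or more relative to plate controls, in a single-dose primary screen at 18.75 µM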
NR2E3 ag-1: agonists of human nuclear receptor NR2E3. Q9Y5X4. GST-NR2E3/biotin-RetCOR TR-FRET, 1536-well. AID 2300. 320,000 compounds, 0.12% hits. inhibition of corepressor binding, % at 4.78 µM;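 active = percent inhibition above the cutoff of mean plus 3 SD of all tested compounds, set per screening campaign, cut at about 20% in these data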;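 note: 0% = DMSO wells and 100% = biotin wells as full block of FRET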
Target sequence (Q9Y5X4 whole entry, looked up): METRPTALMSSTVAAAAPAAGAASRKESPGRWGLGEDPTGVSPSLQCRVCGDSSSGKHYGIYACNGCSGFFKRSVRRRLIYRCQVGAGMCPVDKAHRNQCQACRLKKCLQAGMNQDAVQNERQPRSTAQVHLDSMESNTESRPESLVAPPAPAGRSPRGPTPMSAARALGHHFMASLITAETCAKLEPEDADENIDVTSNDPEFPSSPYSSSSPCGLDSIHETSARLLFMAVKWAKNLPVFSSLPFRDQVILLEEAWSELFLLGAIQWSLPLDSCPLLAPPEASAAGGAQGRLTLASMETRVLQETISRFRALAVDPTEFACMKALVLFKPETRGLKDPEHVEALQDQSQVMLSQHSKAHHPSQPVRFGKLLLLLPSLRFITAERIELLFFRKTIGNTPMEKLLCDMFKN
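Test system: GST-NR2E3 and biotin-RetCOR proteins | Quantity: 1.35 nM GST-tagged NR2E3 final | Medium: Tris pH 7.5 | Also added: 7 nM biotin-RetCOR | Dosing: Compound at 4.8 µM, single dose | Timing: 5 h at 4 °C | Detection: Time-resolved FRET | Read-out basis: Percent inhibition | Benchmarks: Biotin wells as high control, 0.6% DMSO wells as low control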
NR2E3 ag-2: activates human NR2E3 receptor | Q9Y5X4 | CHO-S Gal4-NCOR/VP16-NR2E3 two-hybrid, luciferase | inhibition of corepressor binding, % at 3.98 µM | 360,000 compounds, 0.35% hits | AID 602229;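 active = inhibition above the mean of all tested compounds plus 3 SD, cut at about 70% in these data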;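 note: 0% = DMSO with NR2E3 transfected cells and 100% = cells lacking NR2E3 construct; higher means lower luciferase signal from less NR2E3 corepressor binding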
LMP1 NFkB inh: inhibitors of Epstein-Barr LMP1-induced NF-kappaB reporter; LMP1-induced NF-kappaB luciferase reporter cells, luminescence; 350,000 compounds, 0.69% hits; AID 504558; inhibition, % at 12.5 µM; in the data active = inhibition above about 41%;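 note: 0% = neutral control wells and 100% = reference inhibitor control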
KKLEB cytotox: counter-screen for CF NF-kB inhibitors: cytotoxicity; KKLEB CF airway cells viability, ATPlite luminescence, overnight; active compounds read low; cells stimulated with P. aeruginosa culture filtrate; activity change (cytotoxicity), % at 5 µM; 360,000 compounds, 0.36% hits; AID 602141;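 active = corrected activity change at or below -50% at 5 µM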
CF NFkB inh: inhibitors of cystic fibrosis induced NF-kB; 360,000 compounds, 0.86% hits; inhibition, % at 5 µM; AID 588850; KKLEB NF-kB-GFP reporter, PAF-induced, GFP fluorescence overnight;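 active = at least 50% inhibition at 5 µM, scaled per plate between neutral and stimulator controls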;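 note: PAF is a Pseudomonas aeruginosa culture filtrate used as stimulus; plate controls were PAF-stimulated DMSO wells for no effect and unstimulated DMSO wells for full effect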
Shn3 inh set2: Schnurri-3 reporter inhibition in Clone20 osteoblasts. Clone20 osteoblast Shn3 3'UTR firefly luciferase, 24 h. inhibition, % at 12.5 µM. 360,000 compounds, 0.52% hits;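 active = mean inhibition of at least 75% with every replicate also reaching 75%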;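 note: 0% = median of neutral control wells and 100% = pilot-screen positive control compound; some compounds past the cut are filed as inactive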
Peg3 promoter: Peg3 promoter activity inhibition; HeLa PEG-Prom luciferase reporter, luminescence, overnight; inhibition, % at 20 µM; 360,000 compounds, 1.7% hits; AID 588405;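 active = inhibition of at least 50% at 20 µM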
* hit, by the source's call; · = no result given. These rows are one share of the data (hit frequency here may not be typical).

SMILES	C8 TRAIL sens	iPSC survival up	MITF TRPM1 inh	HIF-2a block	NR2E3 ag-1	NR2E3 ag-2	LMP1 NFkB inh	KKLEB cytotox	CF NFkB inh	Shn3 inh set2	Peg3 promoter
C#CCOc1c(Br)cc(/C=C2/C(=O)ON=C2C)cc1OCC	5	-0.5	-2	24	-1	-17	4	4	4	-27	11
CC(C)(C)c1ccc(/C=C2\SC(=O)N(CCNC(=O)c3cccc(S(=O)(=O)N4CCOCC4)c3)C2=O)cc1	58*	-4.5	17	9	1	-31	20	-22	-3	39	17
CCCCCCCCn1c2c(c(=N)c3ccccc31)CCC2	39	-1.0	90*	4	·	28	8	-26	34	91*	86*
CCOC(=O)C1=C(C)N(CCCC(=O)O)C(=O)NC1c1ccc(Cl)cc1Cl (stereo unspecified)	0	-0.2	-19	12	2	-4	5	10	-6	-3	-8
Cc1nn(C(=O)CCC(=O)NCc2ccccc2Cl)c2ccccc12	17	-0.3	14	6	1	-7	4	9	5	13	7
COc1ccc(S(=O)(=O)N2CCCCC2)cc1N(C)S(=O)(=O)c1ccccc1	6	0.2	12	15	2	-6	-5	-8	-42	8	6
Cc1ccc(S(=O)(=O)NCCN(CCNS(=O)(=O)c2ccc(C)cc2)S(C)(=O)=O)cc1	-10	-0.6	6	11	4	-21	0	-3	0	-5	-1
COC(=O)N/N=C(\C)c1ccc(C)c([N+](=O)[O-])c1	8	-0.4	-20	-56	0	13	2	2	-8	-17	-30
COc1ccccc1NC(=O)CN(Cc1ccco1)C(=O)c1cncc(Br)c1	-19	-0.7	-5	-3	-1	20	-4	4	-14	·	0
CCCCCCOc1ccc(N2C(=O)CC(N3CCN(C(=O)c4ccco4)CC3)C2=O)cc1 (stereo unspecified)	-3	1.5	5	9	-1	-6	0	3	2	14	1
COc1cccc(NC(=O)CCN2C(=O)C3CC=CCC3C2=O)c1 (stereo unspecified)	1	0.1	-40	-123	-3	-48	-16	18	-17	-32	-131
C[C@H](N=C1NS(=O)(=O)c2ccccc21)C(=O)OCc1cc([N+](=O)[O-])cc2c1OCOC2	6	0.0	-1	3	2	-24	5	0	-11	4	14
Cc1nnc(NC(=O)CCC(=O)N2CCN(S(=O)(=O)c3cc([N+](=O)[O-])ccc3C)CC2)s1	0	-0.2	-10	2	·	-8	-65	-2	-9	-12	-3
C=CCOc1cccc(/C=N/NC(=O)CN(c2cc(Cl)ccc2OC)S(=O)(=O)c2ccc(C)c([N+](=O)[O-])c2)c1	1	1.6	-3	4	0	-25	6	12	7	37	9
COc1cc(/C=N\n2cnnc2)ccc1OCC(=O)Nc1ccc(C)cc1	2	1.7	-2	17	-1	-9	-2	7	-8	1	-2

Sorted by value in HIF-2a block (highest first): three from the list above.
mol | HIF-2a block
C=CCOc1cccc(/C=N/NC(=O)CN(c2cc(Cl)ccc2OC)S(=O)(=O)c2ccc(C)c([N+](=O)[O-])c2)c1 | 4
C[C@H](N=C1NS(=O)(=O)c2ccccc21)C(=O)OCc1cc([N+](=O)[O-])cc2c1OCOC2 | 3
COc1cccc(NC(=O)CCN2C(=O)C3CC=CCC3C2=O)c1 (stereo unspecified) | -123

Further compounds
SMILES	C8 TRAIL sens	iPSC survival up	MITF TRPM1 inh	HIF-2a block	NR2E3 ag-1	NR2E3 ag-2	LMP1 NFkB inh	KKLEB cytotox	CF NFkB inh	Shn3 inh set2	Peg3 promoter
COc1cc(C2NC(=S)NC(c3ccccc3)=C2C(C)=O)cc(Cl)c1OCC(=O)O (stereo unspecified)	-10	1.0	1	15	0	-4	0	2	2	-6	2
COc1ccc(N2c3ccccc3CN(Cc3ccccc3)CC2Cc2cc(OC)c(OC)c(OC)c2)cc1 (stereo unspecified)	14	2.6	·	-24	·	0	2	-10	16	18	6
CCN(CC(=O)Nc1ccc(NC(C)=O)cc1)S(=O)(=O)/C=C/c1ccccc1	0	-0.4	10	4	·	-12	1	-19	11	-7	7
N#Cc1cnn(-c2ncnc3sc4c(c23)CCCC4)c1N	6	-0.5	12	12	0	-26	-12	6	10	-2	19
Cc1ccc(C(=O)N2c3ccccc3Sc3ccccc32)cc1	-15	2.4	·	3	·	-25	·	-21	8	9	5
S=C(Nc1cccc(Cl)c1Cl)N1CCCC1	-11	0.5	-3	-25	·	-2	-1	-15	22	-8	6
Cc1cccc(C(=O)N2CCC(Cc3ccccc3)CC2)c1[N+](=O)[O-]	6	-1.0	16	23	2	-5	15	-6	47	8	17
CC(OC(=O)CNC(=O)C12CC3CC(CC(C3)C1)C2)C(=O)Nc1ccc(S(N)(=O)=O)cc1 (stereo unspecified)	-5	-0.4	0	9	2	-9	2	0	-5	2	13
Cc1ccc(C(=O)NNC(=O)c2cccc(S(=O)(=O)N3CCN(c4ccccc4)CC3)c2)cc1	-7	-0.4	9	17	-3	-19	9	3	-8	11	8
CCOCCCNC(=O)c1oc2ccc(S(=O)(=O)N3CCOCC3)cc2c1C	15	-0.2	1	6	-1	-5	-10	-6	8	-1	8
CCOc1ccc(N(CC(=O)N2CC=C(c3ccccc3)CC2)S(=O)(=O)c2c(C)noc2C)cc1	13	-0.5	-7	1	3	-36	12	-14	4	1	5
CC(Oc1ccccc1Cl)c1nnc(N)s1 (stereo unspecified)	-15	2.1	4	-1	-4	16	-2	-8	-5	1	9
C=CCN1C(=O)c2ccccc2NC1c1ccc(Br)s1 (stereo unspecified)	3	-0.3	-8	6	1	-32	1	12	-7	5	21
CCN(C(=S)Nc1ccccc1F)C1CCCCC1	12	0.3	-7	1	1	-31	-4	-12	18	31	-5
O=C(Nc1ncccc1O)c1c(O)c2ccccc2[nH]c1=O	-11	0.3	7	-30	1	-7	-4	15	-7	-18	-11
COc1cc(/C=N/NC(=O)c2ccncc2)cc(OC)c1OC	-6	-0.2	10	2	2	-34	1	-9	11	10	9
C(=N\Nc1nc2ccccc2[nH]1)/c1c[nH]c2ccccc12	-16	-1.4	-112	-237	1	-27	-53	21	-55	-2	-217
COc1ccc(NC(=O)Nc2nnc([C@H]3C[C@H](O)[C@@H](CO)O3)s2)cc1	2	1.5	·	-1	·	-3	·	0	-8	15	1
CCCc1cc(=O)oc2cc(OCC(=O)NC(Cc3c[nH]c4ccc(O)cc34)C(=O)O)c(Cl)cc12 (stereo unspecified)	12	0.2	12	10	1	-21	-2	6	4	3	3
CC(=O)c1sc(C(C)(C)C)cc1NC(=O)/C=C/C(=O)O	4	0.7	-1	4	-1	-17	-1	0	-14	·	-2
COc1ccc(NC(=O)Nc2ccc3c(c2)C(=O)N([C@H](C)CO)C[C@H](C)[C@@H](CN(C)S(=O)(=O)c2ccc(F)cc2)O3)cc1	-20	1.6	-9	4	·	13	-3	12	-19	-10	10
CNC(=O)c1c(NC(=O)c2ccc(S(=O)(=O)N3CCCCC3)cc2)sc2c1CCN(C(C)C)C2	11	0.5	-11	5	-1	-14	-12	-18	14	7	-9
CCCn1c(=N)n(CC(O)c2ccc(C)cc2)c2ccccc21 (stereo unspecified)	-8	-0.5	0	17	0	10	-4	-7	-17	9	5
COc1ccc(-c2nnc(SC(C)C(=O)NCc3ccc4c(c3)OCO4)n2Cc2ccco2)cc1 (stereo unspecified)	4	-2.2	11	-1	-1	-28	-2	1	0	15	3
CCCCOC(=O)C1=C(C)Nc2nnnn2C1c1ccc(OC)c(OC)c1OC (stereo unspecified)	-6	0.1	5	15	0	-23	-4	14	3	-7	36
CCOC(=O)c1c(CCl)nc2ccccc2c1-c1ccccc1	6	-0.5	12	12	2	-25	-10	0	32	-16	-2
CC(C)(C)S(=O)N1Cc2cc(C(=O)NCc3ccc4c(c3)OCO4)nc(-c3cccc(-c4cc5ccccc5o4)c3)c2[C@@H]1CCO (stereo partly specified)	-3	0.7	·	3	·	0	·	-10	14	12	33
O=C(Nc1ccc(Cl)cc1)N1CCSC1=NCc1ccccc1	3	1.8	1	-62	-3	-39	1	-2	-2	16	-28
CC1CCCCC1NC(=O)CN1C(=O)c2ccccc2S1(=O)=O (stereo unspecified)	-11	-0.2	6	-25	4	-2	0	-2	8	18	7
Cn1cccc1/C=N\NC(=O)C1COc2ccccc2O1 (stereo unspecified)	-10	-0.2	-2	-41	-2	-31	-1	8	-4	14	6
CC(C)CC(NC(=O)OC(C)(C)C)C(=O)NCc1ccccc1 (stereo unspecified)	0	0.2	-1	7	3	-6	-6	-19	13	57	-1
Nn1c(SCC(=O)NC2CCCC2)nnc1-c1ccccc1F	3	-1.6	-4	4	-2	-10	2	1	2	15	-7
O=C(Nc1cccc(C(=O)Nc2ccc(Br)cc2)c1)c1ccccc1	15	-0.3	-51	-172	1	-72	-27	-9	1	-46	-168
O=C(OCCN1CCCCC1)c1ccccc1Cl	5	1.5	-5	5	4	-11	-2	4	1	6	0
O=C(Cn1cnc2ccccc2c1=O)NCCC(=O)N1CCN(Cc2ccccc2)CC1	-6	5.1	6	13	-2	-11	2	0	10	-9	9
CC(C)NC(=O)Cn1cc(C(=O)C2CC2)c2ccccc21	-10	-0.6	-10	17	3	9	2	-4	3	5	4
O=C(Nc1ccc(Cn2cccn2)cc1)c1ccc(COc2ccccc2Br)cc1	28	-0.9	-31	-190	-4	64	-26	2	-11	12	-86
O=C(c1ccccc1Cl)N1N=C(c2cccs2)CC1c1cccc(O)c1 (stereo unspecified)	-15	-0.3	4	20	3	-27	-1	10	14	-6	10
CCOc1ccc(Oc2cc(NC(=O)c3ccco3)cc([N+](=O)[O-])c2)cc1	5	-0.5	-2	-4	-2	-55	9	1	-17	49	-10
CC(C)=N/N=C(\N)SCc1ccccc1	10	-0.6	-1	-13	4	-8	-3	-8	-17	17	-10
COc1cc(C(=O)NCCOc2cc(C)cc(C)c2)cc(OC)c1OC	30	0.1	12	6	0	-70	-9	-13	12	7	22
Cc1ccc(Cn2nnc(C(=O)Nc3cccc(C)c3C)c2N)cc1	3	0.8	-5	-24	0	43	5	-17	13	19	6
N#Cc1ccccc1Cn1cc(C#N)c2ccccc21	1	-2.2	7	-2	0	18	-2	-4	28	21	21
O=C(c1ccc(F)cc1F)N1CCCc2ccccc21	-15	-0.5	9	6	·	-10	1	-6	7	-1	-2
O=C(O)COc1ccccc1/C=N/NC(=O)CSc1nnc(SCc2cccc3ccccc23)s1	2	-0.1	0	-30	0	-1	4	1	-8	-9	-7
CC1CCN(C(=O)/C(=C/c2ccccc2Cl)c2ccccc2)CC1	5	2.8	-3	22	-1	-25	1	6	0	6	28
C/C(=N/NC(=O)c1nnn(-c2nonc2N)c1COc1ccccc1)c1ccccc1Cl	2	-0.2	0	5	2	7	-3	-5	-18	6	32
CCCCCC(=O)N1C[C@H](O)[C@@H](n2cc(C3CC3)nn2)C[C@@H]1c1ccc(Cl)cc1	-9	-3.0	·	9	·	-11	-10	0	11	-28	-6

Screens from PubChem BioAssay.
